# Screens (PubChem)
# HepG2 tox = qHTS for Inhibitors of TGF-b: Cytotox Counterscreen; HepG2 CAGA-GFP viability, ATP luminescence, 18 h; 410,000 compounds, 0.76% hits; Potency, µM (top dose mostly 46.1 µM), without a hit: top-dose activity change, negative = cytotoxicity, hits mostly cytotoxic; note: potency is the fitted concentration of half-maximal effect; some results filed as inactive show a strong effect at the top dose
#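 CellTiter-Glo luminescence gave cytotoxicity after 18 hours at 37 degrees C. The cells were HepG2 CAGA-GFP in 1% FBS DMEM, stimulated with 500 pg/mL TGF-beta after compound addition. %Activity was normalised to no-cell wells (complete cell-killing) and DMSO (no toxicity), and curves were fitted and classified.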
# TGFb SMAD3 inh = qHTS for Inhibitors of TGF-b; 410,000 compounds, 1.2% hits; Potency, µM (doses to about 46.1 µM), for inactives: at the highest dose activity, negative = inhibition, most hits filed as inhibitors; HepG2 CAGA-GFP TGF-b/SMAD3 reporter, GFP fluorescence, 18 h; TGF-beta stimulated, 500 pg/mL final; note: potency is the fitted concentration of half-maximal effect; % is set by controls: 0 for no effect and ±100 for the full control effect; nearly all actives have a fitted effect of over 65% in size
#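 HEPG2 CAGA-GFP cells (1000/well, DMEM with 1% FBS) were pre-incubated 2 h at 37 degrees C, given compound by pin tool, then stimulated with TGF-beta at 500 pg/mL final for 18 h before per-cell GFP fluorescence imaging.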
# Nrf2 inh = Nrf2 qHTS screen for inhibitors. 360,000 compounds, 2.1% hits. A549 ARE-Fluc reporter, luciferase luminescence, 18-24 h. Potency, µM (series often up to 46 µM), without a hit: at the highest dose activity change, negative = inhibition, most hits filed as inhibitors; note: potency is the fitted concentration of half-maximal effect; % is set by controls: 0 for no effect and ±100 for the full control effect; nearly all actives have a fitted effect of over 60% in size
#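 Two sequential reads on A549 ARE_Fluc cells exposed to compound for 18-24 h: a CellTiter-Fluor fluorescence read for viability, then a luciferase luminescence read for Nrf2/ARE activity.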
# ATXN2 expr inh = Primary qHTS for Inhibitors of ATXN expression | HEK-293 ATXN2-luciferase reporter, luminescence, 24 h | Potency, µM (series often up to 57 µM), for inactives: at the highest dose activity change, negative = inhibition, actives largely listed as inhibitors | 360,000 compounds, 0.72% hits; note: potency is the fitted concentration of half-maximal effect; % is set by controls: 0 for no effect and ±100 for the full control effect; nearly all actives have a fitted effect of over 55% in size
#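 ATXN2-luciferase reporter cells (luciferase flanked by upstream and downstream ATXN2 gene portions) were treated 24 h at 37 °C with compounds at up to 57 uM. SteadyGlo luminescence gave expression; GF-AFC fluorescence gave viability.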
# Nrf2 ARE act = qHTS of Nrf2 Activators. Potency, µM (highest dose often 46.1 µM), for inactives: at the top dose activation, hits mostly activators. 410,000 compounds, 0.31% hits. AID 624171, 2012. AREc32 ARE-luciferase reporter (MCF7-derived line), luminescence, 24 h; note: potency is the fitted concentration of half-maximal effect; % of control where 0% means no effect; nearly all actives have a fitted effect of over 65% in size
#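 ARE-driven firefly luciferase activity in AREc32 cells measured after a 24 hr compound exposure at 37 deg C, using Steady-Glo reagent and a 30 min room-temperature hold.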
# MCF10A rereplic = A quantitative high throughput screen for small molecules that induce DNA re-replication in MCF 10a normal breast cells; MCF 10A DNA re-replication, Hoechst nuclear intensity, 48 h; AID 624296, 2012; Potency, µM (series often up to 46.1 µM), for inactives: at the top dose activity, positive = re-replication, most hits filed as activators; 350,000 compounds, 2.9% hits; note: potency is the fitted concentration of half-maximal effect; % of control where 0% means no effect; nearly all actives have a fitted effect of over 50% in size
# ATXN viability = Viability Counterscreen for Primary qHTS for Inhibitors of ATXN expression; Potency, µM (highest dose often 56.7 µM), most hits filed as cytotoxic; S2 cells (HEK-293 line with an ATXN2-luciferase reporter) viability, CellTiter-Fluor protease fluorescence, 24 h; 400,000 compounds, 0.49% hits; note: potency is the fitted concentration of half-maximal effect; nearly all actives have a fitted effect of over 40% in size
# IL-1B inflam inh = qHTS for Inhibitors of Inflammasome Signaling: IL-1-beta AlphaLISA Primary Screen | THP-1 LPS/ATP IL-1B secretion, AlphaLISA, 16 h; stronger effect = lower value | activity change, % at 57.5 µM | 360,000 compounds, 4.7% hits; in the data active = activity change below about -50%; inconclusive = mostly about -30% to -49%; note: % is set by controls: 0 for no effect and ±100 for the full control effect
#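 Secreted IL-1B measured by AlphaLISA bead assay after 16 h compound exposure of THP-1 cells; compounds (final up to 57.5 uM) added 1 h before LPS (250 ng/mL) and ATP (1.25 mM) stimulation; lower signal means less secretion.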
# A549 tox = Nrf2 qHTS screen for inhibitors: counterscreen for cytotoxicity | Potency, µM (highest dose often 46 µM), for the others: at the top dose activity change, negative = cytotoxicity, most hits filed as inhibitors | A549 ARE-Fluc cells, CellTiter-Fluor viability, 18-24 h | AID 504648, 2011 | 390,000 compounds, 0.16% hits; note: potency is the fitted concentration of half-maximal effect; % is set by controls: 0 for no effect and ±100 for the full control effect
#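 A549 ARE-Fluc cells in 5% FBS OPTI-MEM, 5000 cells/well, rested 2 h then exposed to compounds in concentration-response for 18-24 h at 37 °C. Viability by CellTiter-Fluor fluorescence (Ex 405/Em 525) after 30 min; luciferase luminescence (BugLite, 15 min, RT) read afterwards.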
# Starred values were filed as active, the others as inactive; i = inactive; ? = inconclusive; · = not tested or not shown; & = joins results of further samples; [ ] = another dose, or the depositor's remark. Unless noted, calls come from the whole dose curve; as a rule, active = well fitted curve in the direction sought with a large enough effect; inconclusive = small, poorly fitted or top-dose-only effect, or another doubt; inactive = no such curve, though single readings can be large; an effect the other way counts as inactive or inconclusive.
# Start of the data: the first two entries, ahead of the listing:
SMILES,HepG2 tox,TGFb SMAD3 inh,Nrf2 inh,ATXN2 expr inh,Nrf2 ARE act,MCF10A rereplic,ATXN viability,IL-1B inflam inh,A549 tox
O=C(CCCCC(=O)NNC(=O)COc1ccccc1)NNC(=O)COc1ccccc1,-10%,13%,0%,3%,0.3%,1%,i,9,5%
CCc1ccc(-c2cc(C(=O)N3N=C(C(F)F)CC3(O)C(F)F)c3ccccc3n2)cc1 (stereo not given),-100%,?,21µM*,-2%,4.1%,9.2µM*,?,0,23µM*

# The whole of this part, previewed entries included:
SMILES,HepG2 tox,TGFb SMAD3 inh,Nrf2 inh,ATXN2 expr inh,Nrf2 ARE act,MCF10A rereplic,ATXN viability,IL-1B inflam inh,A549 tox
O=C(CCCCC(=O)NNC(=O)COc1ccccc1)NNC(=O)COc1ccccc1,-10%,13%,0%,3%,0.3%,1%,i,9,5%
CCc1ccc(-c2cc(C(=O)N3N=C(C(F)F)CC3(O)C(F)F)c3ccccc3n2)cc1 (stereo not given),-100%,?,21µM*,-2%,4.1%,9.2µM*,?,0,23µM*
CN(CCOc1ccc(CC2SC(=O)NC2=O)cc1)c1ccccn1 (stereo not given),-3%&-6%,-4%&23%,?,15%&24%&5%&8%,4.6%&0.5%,?,i,16&28,-3%&-8%
Cc1cc(C)n2nc(C(=O)OCC(=O)c3ccc(F)cc3)nc2n1,0%,8%,8%,8%,0.4%,0%,i,10,-2%
CCOC(=O)c1oc2c(CN3CCCCC3C)c(O)ccc2c(=O)c1-c1ccc(OC)c(OC)c1 (stereo not given),-57%,-4%,23%,-3%,-0.6%,8%,i,24,-1%
O=C(COc1ncnc2ccc(Br)cc12)Nc1ccc(N2CCOCC2)cc1,-1%,16%,-13%,-4%,-0.2%,15%,i,29,-1%
Cc1ccc(CNC(=O)C2c3ccccc3C(=O)N3CCc4ccccc4C23)o1 (stereo not given),-31%,-5%,-17%,2%,12%,18µM*,i,-4,4%
O=C(O)C(CCCCNS(=O)(=O)c1ccc(F)cc1)NS(=O)(=O)c1ccc(F)cc1 (stereo not given),-12%&3%,-1%&0%,?,-1%&5%,-0.2%&0.6%,-3%&-2%,i,-9&9,2%&-4%
COc1ccc(-n2c(C)ccc2C)c([N+](=O)[O-])c1,-3%,-1%,-4%,·,4.1%,-1%,i,0,-4%
Cc1cccc(C(=O)NCCN(C)C)c1,-4%,1%,1%,-3%,-1.0%,-6%,i,12,0%
O=C(CCC(=O)N1CCOc2ccccc21)NCCCN1CCN(Cc2ccccc2)CC1,-26%,-3%,18%,-2%,0.4%,13%,i,-10,2%
O=C(NCc1ccc(F)cc1)C(c1ccncc1)N(C(=O)c1csnn1)C1CC1 (stereo not given),-10%,-5%,3%,-18%,0.0%,0%,i,15,-2%
CCOC(=O)C(=CNc1ccc2c(c1)nnn2-c1ccc(Cl)cc1)C(=O)OCC,16%,8%,29µM*,24µM*,4.1%,?,?,4,?
O=C(NCc1ccccc1)c1ccc2c(c1)CCN2S(=O)(=O)c1ccccc1,-3%,17%,-21%,12%,3.6%,·,i,·,3%
CCOC(=O)c1cccc(NC(=O)C2=C(C)C(=O)OC23CCCCC3)c1,-5%,·,5%,·,3.7%,·,·,·,-4%
COC(=S)N/C(=N\S(=O)(=O)c1ccc(Cl)cc1)c1ccccc1,14%,20%,10%,26%,-1.5%,1%,i,-1,-1%
CCN(CC(=O)NCc1cccnc1)S(=O)(=O)c1ccc(OC)cc1,1%,0%,-3%,-7%,-0.4%,-11%,i,-10,2%
CCc1ccc(N2CC(C(=O)OCC(=O)c3c(N)n(CC(C)C)c(=O)n(C)c3=O)CC2=O)cc1 (stereo not given),-3%,-8%,?,-9%,0.0%,?,?,10,3%
COc1ccccc1-c1noc(CCCC(=O)N2CCOCC2)n1,7%,1%,2%,·,-0.1%,-2%,i,9,21%
Cc1ccc2nc(N3CCN(Cc4nnnn4C4CCCC4)CC3)c(C#N)cc2c1,-24%,-5%,23µM*,-31%,-0.7%,?,i,-4,1%
CCOC(=O)c1cc2nc(-c3ccccc3)cc(C)n2n1,3%,-10%,-6%,4%,0.0%,8%,i,0,3%
Cc1ccc(S(=O)(=O)c2nc(-c3ccco3)oc2SC(C)C)cc1,0%&-17%,?,-23%,-9%&-21%,2.6%&0.4%,?,i,-24,-14%&5%
COc1ccc(NC(=O)C/C(C)=N/NC(=O)C2CCCCC2)c([N+](=O)[O-])c1,5%,2%,0%,-11%,0.6%,1%,i,5,-8%
NNC(=O)CN1C(=O)Nc2ccc(Br)cc2C1c1ccccc1 (stereo not given),1%,-24%,-13%,2%,0.4%,-5%,i,-9,5%
Cc1ccc(-c2n[nH]c(=S)c3ccccc23)cc1,-1%,-15%,?,·,3.4%,6%,i,27,-5%
CCOc1ccc(S(=O)(=O)Nc2ccc3oc(C)c(C(=O)OC(C)C)c3c2)cc1,-81%,?,·,-25%,-1.9%,·,?,·,-10%
O=C(CSc1ccc(-c2ccc(Cl)cc2)nn1)NC1CCCC1,5%,-4%,2%,1%,-0.3%,2%,i,13,-8%
COC(=O)c1ccc(N2CCOCC2)c(NC(=O)c2cc3ccccc3o2)c1,21%,20%,-14%,3%,-0.2%,-12%,i,7,2%
CCCc1nc(NCCO)c(C#N)c2c1CCCC2,-3%,12%,?,17%,-0.1%,?,i,10,-6%
CCC1C(c2ccccc2)N(C)C(c2ccccc2)CC1(O)c1ccccc1 (stereo not given),13µM*,?,3%,-6%,7.6%,?,?,?,-12%
CC(C)c1nnc(NC(=O)CC23CC4CC(CC(C4)C2)C3)s1,-2%,-2%,?,-8%,0.0%,12%,i,28,6%
COC(=O)[C@@H](C)NC(=O)c1ccc2oc(CCc3ccccc3)nc2c1,-4%,-14%,?,46%[activator],3.0%,2%,i,0,-5%
CC(NC(=O)C12CC3CC(CC(C3)C1)C2)c1ccc(F)cc1 (stereo not given),-20%,-1%,-8%,-4%,0.8%,-1%,i,-4,2%
CCN(c1cc(C)cc(C)c1)S(=O)(=O)c1nnc(NC(=O)c2ccccc2C)s1,-26%,?,?,·,0.4%,·,·,·,?
Cn1ccnc1C(=O)c1cccc(Br)c1,-10%,-3%,8%,25%,7.0%,0%,i,-4,-2%
O=C(c1ccc(Cl)c(S(=O)(=O)N2CCCC2)c1)N1CCOCC1,-14%,-4%,-4%,-4%,0.2%,-36%[inhibitor],i,10,-6%
Nn1c(SCC(=O)N2CCCC2)nnc1C1CCCCC1,12%,-2%,·,·,-1.4%,·,i,-14,·
COC(=O)c1cccc(CN2C(=O)C(C)Sc3ccc(C(C)=O)cc32)c1 (stereo not given),-8%,?,·,-18%,5.8%,·,?,9,·
Cc1cc(C(=O)COC(=O)CCc2nc3ccccc3c(=O)[nH]2)c(C)n1CC1CCCO1 (stereo not given),22%,14%,1%,-5%,-0.6%,-6%,i,24,-5%
CCN1C(=O)[C@H]2[C@@H](c3ccc(Cl)cc3)N3C(=O)CN(CC4CC4)C(=O)[C@@]3(Cc3ccccc3)[C@H]2C1=O,-8%,-11%,8%,1%,-0.8%,17%,i,-2,3%
CCc1ccc(CNC(=O)c2ccc3c(c2)nc2n3CCCCC2)cc1,-10%,-19%,·,·,5.1%,·,·,·,-8%
Cc1ccc(NC(=O)c2cc3c(=O)[nH]c4ccccc4c3n2C)cc1F,-9%,3%,-2%,-6%,0.6%,·,i,·,1%
Cc1cccc(NC(=O)CSc2ncnc3nc[nH]c23)c1C,3%,?,?,1%,-0.5%,23µM*,i,29,4%
Cc1cc(C)c2oc(-c3cccc(NC(=O)c4cc5ccccc5o4)c3)nc2c1,-23%,-21%,4%,12%,0.1%,·,i,·,-2%
Cc1[nH]c(C)c(S(=O)(=O)Nc2ccccc2Cl)c1C(=O)N1CCCC1,-1%,-4%,12%,8%,-1.2%,-2%,i,21,-16%
CN(C)c1ccc(N=Cc2nc(-c3ccccc3)oc2O)cc1,8%,1%,26%,29%,2.1%,11%,i,-18,-18%
Cc1cc(C(=O)Nc2ccc3nc(C)sc3c2)c2ccccc2n1,-22%,4%,3%,·,2.4%,21%,i,15,2%
CCc1cc(=O)oc2c3c(cc(OCC(=O)NCc4ccncc4)c12)OC(C)(C)CC3,-27%,-5%,?,-8%,3.9%,19%,i,-25,-17%
COC(=O)c1ccccc1NC(=O)N1CCCC1,0%,0%,·,0%,-0.1%,-4%,i,-6,-4%
Cc1cc(C)c2[nH]c(=O)c(CN(Cc3ccco3)C(=S)NCC3CCCO3)cc2c1 (stereo not given),-2%,5%,-13%,-11%,-0.3%,-1%,?,-2,-2%
S=C(c1ccc(-c2ccccc2Cl)o1)N1CCCCC1,-42%,?,?,18%,4.4%,?,i,-10,12%
COc1cc2c(c(OC)c1OC)-c1ccc(NC(=O)c3ccccc3)c(=O)cc1[C@@H](NC(C)=O)CC2,3%,16%,1%,2%,-0.6%,-40%[inhibitor],i,4,2%
N/C(=N\OC(=O)c1cccnc1)c1ccccc1Cl,-22%,?,-1%,·,?,22%,i,-9,-10%
O=C(Cc1cccs1)NCc1cc(Cl)cc(Cl)c1,1%,-13%,?,27%,1.4%,19%,i,?,-1%
CC(=O)Nn1cc2c(=O)n(C)c(=O)n(C)c2c1,1%,0%,14%,-23%,-0.2%,-8%,i,11,2%
O=C(NC1CCCc2ccccc21)c1ccc(CNc2c(N3CCOCC3)c(=O)c2=O)cc1 (stereo not given),-15%,-17%,6%,6%,-0.8%,-2%,i,7,1%
Cc1nn(Cc2ccccc2Cl)c(C)c1NC(=O)c1noc2c1CCCCC2,-34%,10%,?,62%[activator],-0.8%,?,i,-4,-19%
